# sdo1 growth – compounds rescuing growth of sdo1-depleted yeast, bone marrow failure model. actives 0.21% (n = 140,000). S. cerevisiae sdo1-depleted JHY4D growth rescue, OD600 30 h; stronger effect = higher value; pdr5 snq2 efflux-pump mutant strain. AID 817. z-score at 10 µM;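 active = z-score above 3 at both the 24 hr and the 30 hr optical density reads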;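 note: z-score against mean and SD of all compound wells on the same plate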
# INS promoter inh – TRM-6 insulin promoter activity inhibition. TRM-6 cells (human fetal islet line), insulin promoter-eGFP reporter, imaging; reporter expression induced with tamoxifen. inhibition, % at 2 µM. actives 0.9% (n = 130,000). AID 1273;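 active = inhibition above the mean plus 3 SD, with well images judged a real hit on visual review, cut at about 60% in these data, passing the limit was not always enough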
# sdo1 growth Rescue 24 h – further read-out of sdo1 growth, marked with its call; z-score; S. cerevisiae sdo1-depleted JHY4D growth rescue, OD600; measured here: growth rescue at 24 h;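 0 is the plate mean of compound wells and units are plate SD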
# * = called active by the depositor; . = no result given; & = joins results of further samples.
# Values run as follows: sdo1 growth, sdo1 growth Rescue 24 h, INS promoter inh
1	COC(=O)C1CC(c2c(OC)cc(OC)cc2OC)=NO1 (stereo not given)
 : 1.56, 0.53, 56.2
2	O=[N+]([O-])c1cc2oc3c(c2c(C=NCc2ccccc2)c1O)CCCC3
 : -0.43, -0.16, 31.0
3	CC(C)(C)N=C1NC(=NC(C)(C)C)c2ccccc21
 : 0, -0.6, -38.9
4	CCOC(=O)N1CCN(C(=O)C2CCN(C(=O)c3cc4sccc4n3CC)CC2)CC1
 : -0.44, -0.55, .
5	COc1ccc(N2Cc3cccc(C(=O)O)c3C2=O)cc1
 : -0.65, -0.45, .
6	CN(C)CCNC(=O)c1ccc(Cl)s1
 : 1.36, 2.67, -23.7
7	OCC1CCCN(C(=S)NCCc2ccccc2)C1 (stereo not given)
 : 0.92, 1.19, 13.5
8	CC(=O)N1CCN(Cc2nc3cc(NC(=O)c4ccccc4Cl)ccc3n2C)CC1
 : ., ., 6.7
9	O=C(CC1(O)C(=O)Nc2ccccc21)c1ccc2c(c1)OCO2 (stereo not given)
 : 0.23, 0.35, 33.3
10	Cc1cccc(N(C(=O)c2nsc(Cl)c2Cl)C(C(=O)NC2CCCC2)c2ccc(O)cc2)c1 (stereo not given)
 : 0.13, 0.57, -96.5
11	CCOP(=O)(C1=C(O)C(=O)C(C(C)(C)C)=CC1=O)c1ccccc1 (stereo not given)
 : ., ., 66.7*
12	O=C(COc1cccnc1[N+](=O)[O-])NCCc1ccc(Cl)cc1
 : ., ., 46.7
13	CCN(C(=O)CCc1nc(-c2ccc(OC)cc2)no1)c1cc(OC)ccc1OC
 : 0.38, 0.93, -39.3
14	CN(C)CCCNCCNC(=O)/C=N\O
 : 1.37, -0.33, .
15	COc1ccc(-c2[nH]c(-c3ccccc3)nc2SCC(=O)NCc2ccco2)cc1OC
 : 0.49, -0.45, .
16	O=C(NNS(=O)(=O)c1cccc(Cl)c1Cl)c1cccc(S(=O)(=O)N2CCOCC2)c1
 : 0.94, 0.19, -66.7
17	CCC(C)(C)NC(=O)C(c1ccc(OC)cc1)N(Cc1ccco1)C(=O)CCC(=O)Nc1cc(C)on1 (stereo not given)
 : -0.24, 0.26, 15.4
18	CCCCN(CCCC)S(=O)(=O)c1ccc(N2CCCC2=O)c([N+](=O)[O-])c1
 : ., ., 27.3
19	COc1ccccc1N1C(=O)CC(Sc2ncccc2C(=O)O)C1=O (stereo not given)
 : -0.09, -0.22, -17.8
20	CC(C)OC(=O)CSc1nc(N)c(C#N)c(-c2cccs2)c1C#N
 : -1.8, -1.46, .
21	COc1cccc(CNC(=O)CCCNS(=O)(=O)c2cccs2)c1
 : 0.28, -0.38, 18.2
22	NS(=O)(=O)c1ccc(CCNC(=O)CCCn2c(SCC(=O)N3CCCC3)nc3ccsc3c2=O)cc1
 : ., ., -18.9
23	c1ccc(SCc2nc3ccccc3[nH]2)nc1
 : 0.4, -0.5, 21.7
24	Cc1ccccc1NC(=O)c1c(Cl)nc(C)c(Cl)c1C
 : 0.01, -0.44, -156.2
25	CCNS(=O)(=O)c1ccc(NC(=O)Nc2cccc(OC)c2)cc1
 : 0.33, -0.28, 35.8
26	Cc1ccc2nc(C(Cl)(Cl)Cl)nc(N/N=C/c3ccncc3)c2c1
 : ., ., 20.0
27	Cc1cc(C)nc(N2CCCC(C(=O)NC3CCCC3)C2)n1 (stereo not given)
 : 0.01, -0.04, -64.3
28	Cc1ccc(C(=O)Nc2sc3c(c2C#N)CCCCC3)cc1C
 : -0.47, 1.01, 27.6
29	COc1ccc(-c2[nH]n(-c3ccc([N+](=O)[O-])cc3)c(=O)c2C=NCc2ccncc2)cc1
 : -0.52, 0.32, 25.9
30	Cc1cc(C)c(S(=O)(=O)/N=C2\C=CC(=O)C(Cl)=C2)c(C)c1
 : -0.76, -1.31, -51.6
31	O=C(CNC(=O)c1ccco1)N/N=C/c1c[nH]c2ccccc12
 : ., ., 25.7
32	COc1ccc(N(CC(=O)N/N=C/c2ccc3c(c2)OCO3)S(=O)(=O)c2ccccc2)cc1
 : ., ., -78.6
33	CCOc1cc(CNc2nn[nH]n2)ccc1OCC(=O)NC(C)(C)C
 : ., ., 16.7
34	COC(=O)c1nn(-c2ccccc2)c(=O)cc1Oc1ccccc1
 : -0.07, -0.37, .
35	C=CCN1C(=O)/C(=C2/Sc3ccccc3N2C)SC1=Nc1ccccc1C
 : -0.9, -0.34, 35.7
36	COC(=O)CN(C#N)c1nc(SC)nc(N(C)C)n1
 : 1.03, 0.75, 27.8
37	COc1ccc2nc3sc(C(=O)NCCN4CCc5ccccc5C4)cc3cc2c1
 : -1.45, -0.75, -25.9
38	CN(C)C(=O)CN1C(=O)C2CC=C(Cl)CC2C1=O (stereo not given)
 : 1.13, 1.42, .
39	C/C(=N/OC(=O)CC(C)C)c1cc(-c2ccc(Cl)cc2)no1
 : ., ., 35.0
40	Cc1ccc(-c2nn(CCC(=O)O)cc2CCC(=O)O)cc1
 : 0.78, 0.22, 31.2
41	O=c1[nH]c(-c2cccnc2)nc2ccccc12
 : 0.46, -0.23, 7.7
42	COC(=O)c1sccc1NC(=O)c1sccc1C
 : -0.93, 0.15, 26.3
43	CC(C)c1ccc(N=c2c([N+](=O)[O-])nn(-c3ccc4c(c3)OCCO4)n2O)cc1
 : -0.75, -0.38, 12.5
44	Cc1ccc(S(=O)(=O)N2CCN(Cc3ccccn3)CC2)cc1
 : ., ., -2.4
45	COc1ccc(C(=O)N2CCOC23CCN(c2ncccn2)CC3)cc1
 : ., ., -88.2
46	C=CCNC(=O)c1ccc(-c2nc(-c3ccc(Cl)c(Cl)c3)cs2)cc1
 : 2.44, 2.75, 36.7
47	O=C(COC(=O)CCc1nc2ccccc2s1)Nc1cccc(S(=O)(=O)N2CCOCC2)c1
 : 0.16, -0.14, -3.3
48	O=C(NCc1ccc2c(c1)OCO2)c1c(F)c(F)c(F)c(F)c1F
 : 0.47, 0.42, -13.3
49	CCOC(=O)c1c(NC(=O)C2CC=CCC2C(=O)O)sc(C)c1CC (stereo not given)
 : ., ., 5.9
50	CCOC(=O)Cc1csc(NC(=O)CN(C)S(=O)(=O)c2ccc3c(c2)CCC(=O)N3)n1
 : ., ., -60.0
51	COc1ccccc1CN1C(=O)c2ccncc2C1=O
 : 0.95, 0.37, 28.6
52	Cc1ccc(N=Cc2cc(C)n(C3CCCC3)c2C)cc1
 : 0.86, 0.77, 62.2
53	O=C(O)CC(NC(=O)C(F)(F)F)c1ccc2c(c1)OCO2 (stereo not given)
 : ., ., 10.5
54	O=C(CN1C(=O)c2ccccc2C1=O)NCc1ccccn1
 : 0.22, -0.1, .
55	O=C(Nc1ccc(F)cc1)c1cc(S(=O)(=O)N2CCCCC2)cs1
 : -0.42, 0.22, .
56	O=C(Cn1nnc(-c2ccc(Cl)cc2)n1)NC1CCN(Cc2ccccc2)CC1
 : 0.27, 0.51, 32.3
57	COCCCNC(=O)/C(C#N)=c1\s/c(=C\c2ccccc2OC(F)F)c(=O)n1CCCOC
 : -0.26, 0.09, .
58	O=C(CSc1nnc(SCc2ccccc2Cl)s1)N/N=C/c1c[nH]c2ccccc12
 : -0.32, 0.33, -45.2
59	COc1ccc(/C=N/n2c(SC)nnc(C(C)(C)C)c2=O)cc1
 : -0.69, 0, -8.7
60	COc1cccc2cc(C(=O)N(C)C3CCN(C)CC3)c(=O)oc12
 : 0.98, 0.9, 0.0

# (list continues)
# Values run as follows: sdo1 growth, sdo1 growth Rescue 24 h, INS promoter inh
61	Cc1ccc(S(=O)(=O)NCc2n[nH]c(=S)n2C)cc1
 : 0.68, 0.35, -6.7
62	O=C1CCCN1CCC1CCN(C(=S)Nc2ccc(F)cc2)CC1
 : -0.48, -0.26, 16.7
63	CCn1c(SCC(=O)c2ccccc2)nc2c(c1=O)SC(C)C2 (stereo not given)
 : -1.72, -1.35, -3.7
64	COC(=O)c1cc(CN2CCN(c3ccccc3C)CC2)ccc1O
 : 0.07, -0.3, -16.7
65	CC(=O)Nc1nc(C)nc(-c2ccccc2)c1C(C)=O
 : 2.13, 2.8, 9.1
66	COc1ccc(C)cc1S(=O)(=O)N(C)CC(N)=O
 : 0.68, -0.34, 62.5
67	Cc1cc(NC(=O)Cc2cccs2)nn1CC(=O)NCc1ccco1
 : 0.23, 0.46, -169.2
68	C/C(=N\NC(=O)CSc1nc2ccccc2o1)c1ccc(O)cc1
 : ., ., 33.3
69	COCCn1c(C)cc(C(=O)CN2C(=O)NC3(CCCCCCC3)C2=O)c1C
 : -0.11, -0.48, .
70	COc1cccc(N2CCN(c3ncnc4c3cnn4-c3ccc(C)cc3C)CC2)c1
 : -0.32, -0.27, .
71	CCOC(=O)c1sc2c(c1C)C(c1cccs1)C1=C(CCCC1=O)N2 (stereo not given)
 : -1.61, -1, .
72	COc1ccc(N2CCN(S(=O)(=O)c3ccc(C(=O)NC4CCCC4)cc3)CC2)cc1
 : -0.8, -0.01, 68.4
73	CCOC(=O)c1cn(-c2nc(-c3ccc(Cl)c(Cl)c3)cs2)c2c(F)c(N3CCOCC3)c(F)cc2c1=O
 : -0.03, 1.66, 9.7
74	O=[n+]1cc(-c2ccc(Cl)cc2)n([O-])c2c1CCCCC2
 : 0.51, -0.08, 60.0
75	Cc1c(C#N)c(NC(=O)c2ccccc2)n(Cc2ccccc2)c1C
 : -0.74, -0.9, -20.0
76	Cc1ccc(NC(=O)Nc2cc(C)on2)cc1
 : ., ., 66.7
77	Cc1occc1C(=O)N/N=C/C1=C(N2CCOCC2)C(=C\c2ccc(Cl)cc2Cl)/CC1
 : 0.76, 1.62, 3.9
78	S=C(Nc1ccc(Cl)c(Cl)c1)NC1CCCCC1
 : -2.52, -1.84, -9.1
79	Cc1c(/C=N/NC(=O)CNc2ccccc2)c2ccccn2c1C(=O)c1ccc(Cl)cc1
 : -1.6, -1.63, .
80	CCCCCCc1nc2ccccc2c(=O)n1NC(=O)c1c(O)c2c(n(CC(C)C)c1=O)CCCC2
 : -0.65, -1.1, -11.4
81	Cc1cccc(N(CC(=O)Nc2c(C)n(C)n(-c3ccccc3)c2=O)S(C)(=O)=O)c1
 : 0.36, 0.26, 19.1
82	COc1cccc(NC(=O)Nc2ccccc2SC)c1
 : ., ., 21.1
83	CC(=O)c1ccc(OC(=O)c2cc3ccccc3oc2=O)cc1
 : ., ., -5.3
84	Cc1ccc(C(=O)C[n+]2cc(-c3ccccc3)n3c2CCCCC3)cc1
 : 1.36&0.96, 1.29&-0.25, -13.3&50.0
85	Cc1c(-n2cc(C(=O)c3cc(F)ccc3O)cc(C#N)c2=O)c(=O)n(-c2ccccc2)n1C
 : ., ., -13.5
86	CS(=O)(=O)NCCSCc1ccccc1
 : 0.29, -0.15, 10.0

# Some of the compounds tested; count on the stated rates, not on these rows.
